ERAP1 inh: human ERAP1 aminopeptidase inhibitors, primary screen, biochemical, single point, plate reader; recombinant ERAP1, Leu-AMC fluorescence, 60 min; inhibition, % at 10.7 µM; actives 0.15% (n = 340,000);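 active = mean replicate inhibition of at least 30%, or all replicates individually reaching that 30% level; inactive = mean below 30% and not every replicate reaching it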;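 note: 0% = neutral control wells and 100% = L-leucinethiol positive control wells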
DENV2 CPE: inhibitors of DENV2 cytopathic effect, primary screen, cell-based, plate reader, single concentration; CPE inhibition, % at 9.99 µM; DENV2-infected cells, cytopathic effect rescue; actives 1.7% (n = 350,000); in the data active = CPE inhibition above about 20%, passing the limit was not always enough; inconclusive = no clear call, values can overlap the other calls; tested in BHK-21 cells;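 note: 0% = median of neutral control wells and 100% = median of positive control wells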
ERp5 inh: inhibitors of ERp5-driven insulin aggregation, primary screen, biochemical, turbidity, absorbance 650 nm, single point; 90 min; inhibition, % at 9.99 µM; actives 0.05% (n = 350,000);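 active = mean replicate inhibition above about 25%, with every replicate also reaching it, limit read from the data, passing the limit was not always enough; inconclusive = only one of those two criteria met; inactive = neither criterion met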
Target sequence (Q15084 whole entry, looked up): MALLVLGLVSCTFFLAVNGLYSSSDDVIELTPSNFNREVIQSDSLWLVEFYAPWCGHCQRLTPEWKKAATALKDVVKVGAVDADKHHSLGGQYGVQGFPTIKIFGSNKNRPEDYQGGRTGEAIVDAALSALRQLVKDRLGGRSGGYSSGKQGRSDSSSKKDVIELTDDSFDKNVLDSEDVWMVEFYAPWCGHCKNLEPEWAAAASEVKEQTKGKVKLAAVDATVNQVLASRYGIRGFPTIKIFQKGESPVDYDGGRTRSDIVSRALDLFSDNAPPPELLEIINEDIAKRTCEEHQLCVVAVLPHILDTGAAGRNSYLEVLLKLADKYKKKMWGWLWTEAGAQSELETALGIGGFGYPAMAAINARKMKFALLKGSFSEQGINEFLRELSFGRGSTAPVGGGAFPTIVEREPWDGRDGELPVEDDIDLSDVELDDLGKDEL
miR-122 sensor: miR-122 Renilla sensor signal increase in Huh7, primary screen, miR-122 inhibitor project, cell-based, single point, plate reader; Huh7 miR-122 Renilla luciferase sensor, 48 h; neutral wells = 0, positive control = 100; activation (reporter increase), % at 12.5 µM; actives 0.3% (n = 340,000);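 active = mean replicate activation score at least 90 and every replicate individually at or above 90; inconclusive = only one of the two criteria met; inactive = neither criterion met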;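 note: higher luciferase means less miR-122 activity so hits act as miR-122 inhibitors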
SIRT5 block: SIRT5 desuccinylase inhibitors, primary screen, biochemical, fluorescence imaging, single point, set 5 | NAD-dependent protein deacylase sirtuin-5, mitochondrial (Homo sapiens), Q9NXA8 | AID 652115, 2013 | Purified SirT5, succinyl-peptide AMC, trypsin-coupled fluorescence | inhibition, % at 15 µM | actives 1.1% (n = 330,000); in the data active = inhibition above about 15%; inconclusive = no clear call, values can overlap the other calls
Target sequence (Q9NXA8 whole entry, looked up): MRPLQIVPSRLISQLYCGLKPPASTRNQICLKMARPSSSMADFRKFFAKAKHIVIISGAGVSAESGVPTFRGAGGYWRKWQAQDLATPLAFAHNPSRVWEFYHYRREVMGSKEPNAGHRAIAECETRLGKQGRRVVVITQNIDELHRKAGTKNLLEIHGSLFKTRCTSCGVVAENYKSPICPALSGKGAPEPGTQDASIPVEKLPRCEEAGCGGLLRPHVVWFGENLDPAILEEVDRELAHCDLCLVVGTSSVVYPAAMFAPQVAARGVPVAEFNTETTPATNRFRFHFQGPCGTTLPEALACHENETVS
F508del corr: F508del CFTR correction, initial screen, CFBE line, single point; CFBE cells, YFP halide quenching; stimulated with forskolin plus potentiator P3; % fluorescence drop versus neutral controls; activity (quench increase), % at 7.58 µM; actives 0.36% (n = 350,000);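 active = mean added fluorescence quench of at least 8% versus neutral control, with both replicates also reaching 8%; inconclusive = only one of the mean or replicate conditions met; inactive = mean below 8% and not both replicates reaching 8%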;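 note: cells transiently co-express mutant CFTR-F508del with the halide-sensitive YFP; corrector assay measuring rescue of mutant channel to the surface after 24 h compound exposure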
Casp6 inh: human caspase-6 inhibitors, primary screen, biochemical, VEID-R110 fluorescence, single point, set 2 | P55212 | purified caspase-6, Z-VEID-R110 cleavage fluorescence | inhibition, % at 12.5 µM | actives 0.53% (n = 350,000);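 active = mean inhibition across replicates at least about 35%, with every replicate also reaching that limit, limit read from the data; inconclusive = only one of the two criteria met; inactive = neither criterion met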;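 note: 0% = median of neutral control wells and 100% = no fluorescence left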
Target sequence (P55212 24-179 limits assumed): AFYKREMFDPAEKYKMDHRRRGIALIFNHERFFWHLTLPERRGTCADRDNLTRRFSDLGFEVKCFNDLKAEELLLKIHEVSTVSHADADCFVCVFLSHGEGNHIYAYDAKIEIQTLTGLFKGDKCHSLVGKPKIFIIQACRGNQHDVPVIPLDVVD
Target sequence (P55212 194-293 limits assumed): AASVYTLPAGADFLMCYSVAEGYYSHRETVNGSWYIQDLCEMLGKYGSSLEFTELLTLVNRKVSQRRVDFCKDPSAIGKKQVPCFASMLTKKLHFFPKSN
* = called active by the depositor; u = inconclusive; x = not tested or not shown; & = joins results of further samples; [ ] = another dose, or the depositor's remark. Outcome played no part in choosing rows. Share with any hit: about 4%.

The line under a structure holds: ERAP1 inh | DENV2 CPE | ERp5 inh | miR-122 sensor | SIRT5 block | F508del corr | Casp6 inh
CC(=O)NC[C@H]1[C@@H](c2ccc(-c3cccc(F)c3)cc2)[C@@H](CO)N1C(=O)C1CC1
    -1 | -8 | 2 | x | -3 | 0.8 | 4
CC1(C)COC(c2ccccc2Cl)OC1
    -2 | -5 | 3 | -1 | -1 | 1.5 | 2
Cc1cc(C(=O)OCC(=O)NCCc2ccc(S(N)(=O)=O)cc2)c2ccccc2n1
    -4 | -1 | 5 | x | -4 | 3.2 | 3
Nc1nc(SCC(=O)O)[nH]c(=O)c1NC(=O)c1ccco1
    0 | 0 | 2 | 0 | -3 | -0.6 | 0
CC(OC(=O)/C(C#N)=C/c1ccco1)C(=O)N(C)c1ccccc1 (stereo not given)
    2 | 0 | -3 | -5 | x | 2.6 | 1
C[C@@H]1CN([C@H](C)CO)S(=O)(=O)c2ccc(C#Cc3cccnc3)cc2O[C@@H]1CN(C)C(=O)C1CC1
    6 | -3 | -6 | -14[16.7 µM] | 2 | 0.4 | 4
Cc1ccc2c(c1)N(C(=O)CCC(=O)N1CCN(c3ccccc3)CC1)CCO2
    4 | -2 | 2 | -2 | 1 | 1.4 | -3
COc1cccc(-c2ccc(C3[C@H]4CNC[C@@H]3N4C(=O)Nc3ccc(F)cc3)cc2)c1 (stereo not given in full)
    2&1 | 19&-1 | -3&2 | x | 1&8 | 1.1&-4.1 | -2&-1
O=C1CCN(CCCN2CCC(=O)N(Cc3ccccc3)C2=S)C(=S)N1Cc1ccccc1
    0 | 4 | -7 | x | x | -1.0 | -2
COc1cccc(CNC(=O)[C@@H]2CCCN2C(=O)[C@H]2CCCCN2C(=O)c2cccs2)c1
    x | 19 | -9 | x | -3 | 0.0 | 0
CNC[C@H]1Oc2ccc(NS(=O)(=O)c3cccs3)cc2CC(=O)N([C@H](C)CO)C[C@@H]1C
    -1 | -9 | -1 | 5[16.7 µM] | 0 | -2.5 | 1
COc1ccc(S(=O)(=O)Nc2c(C(=O)O)[nH]c3ccc(OC)cc23)c(OC)c1
    13 | -1 | -4 | 0 | -3 | -0.4 | 5
CN1CCN(C(=O)/C(=C/c2cn(C)c3ccccc23)NC(=O)c2ccccc2)CC1
    4 | -2 | x | x | 1 | -1.0 | -2
O=C(NCC[C@H]1CC[C@H](NS(=O)(=O)c2cccc(F)c2)[C@H](CO)O1)C1CCC1
    5 | -6 | -10 | x | 1 | 1.4 | 1
O=C(OCc1nnc(-c2ccc(Cl)cc2)o1)c1ccc(O)cc1
    -3 | 1 | -6 | 3 | -2 | -0.5 | 1
O=C(NCCC1=CCCCC1)c1ccc(-n2cncn2)cc1
    2 | -4 | 2 | -1 | -2 | 0.3 | 2
Cc1ccc2c(Cn3ccnc3)cc(=O)oc2c1C
    -1 | -1 | 2 | -12 | 1 | 2.3 | -1
Cc1ccc2c(CN3CCN(c4ccccc4)CC3)cc(=O)oc2c1
    -2 | -7 | -8 | -1 | 1 | 0.0 | -4
COCC(C)n1c(SCC(=O)Nc2ccc3c(c2)OCCO3)nc2ccccc2c1=O (stereo not given)
    2 | -11 | 3 | 0 | -2 | 3.1 | -3
Cc1ccc(S(=O)(=O)NCCC(=O)NCC(c2ccc(F)cc2)N2CCOCC2)cc1 (stereo not given)
    -4 | -5 | -11 | -1 | 9 | 3.5 | 0

Three entries from above, arranged by the number in miR-122 sensor, falling:
SMILES	ERAP1 inh	DENV2 CPE	ERp5 inh	miR-122 sensor	SIRT5 block	F508del corr	Casp6 inh
COc1ccc(S(=O)(=O)Nc2c(C(=O)O)[nH]c3ccc(OC)cc23)c(OC)c1	13	-1	-4	0	-3	-0.4	5
CC1(C)COC(c2ccccc2Cl)OC1	-2	-5	3	-1	-1	1.5	2
Cc1ccc2c(c1)N(C(=O)CCC(=O)N1CCN(c3ccccc3)CC1)CCO2	4	-2	2	-2	1	1.4	-3

Going on with the list.
The line under a structure holds: ERAP1 inh | DENV2 CPE | ERp5 inh | miR-122 sensor | SIRT5 block | F508del corr | Casp6 inh
O=C(NC[C@H]1CC[C@@H]2[C@@H](CN2Cc2cccc(Cl)c2)O1)C1CC1
    -5 | 2 | 0 | x | -4 | 0.8 | 2
COc1ccc(/C=C/C(=O)Nc2cc(S(=O)(=O)N3CCOCC3)ccc2N2CCCC2)cc1OC
    0 | -5 | 4 | x | x | 5.0 | 3
CCOc1ccccc1/C=N/n1c(C2CCCCC2)n[nH]c1=S
    0 | -2 | 3 | -2 | -1 | -0.2 | -1
CC(C)c1csc(CN2CCC(C(=O)Nc3cccc(-c4ccco4)c3)CC2)n1
    0 | 2 | -7 | x | x | 1.2 | 0
O=C(Nc1ccc2c(c1)OCO2)N1CCOCC1
    0 | x | 5 | -7 | -8 | x | -1
CO[C@@H]1CN(C)C(=O)c2cc(NC(=O)NC(C)C)ccc2OC[C@H](C)N(Cc2ccccn2)C[C@H]1C
    -1 | -2 | 0 | x | -5 | 3.8 | -3
NS(=O)(=O)c1cccc(NC(=O)Cn2cc(C(F)(F)F)cc(Cl)c2=O)c1
    -2 | 0 | 3 | -3 | -1 | -2.8 | 0
C[C@H]1CN([C@@H](C)CO)C(=O)c2cccc(NS(=O)(=O)c3ccccc3)c2O[C@@H]1CN(C)CC1CC1
    0 | -13 | 4 | 7[16.7 µM] | 0 | -0.4 | 4
Cc1occc1-c1nnc(SCC(N)=O)o1
    x | -4 | 12 | -2 | -4 | -4.1 | 1
Cc1noc(C)c1S(=O)(=O)Nc1ccc2c(c1)C(=O)N([C@H](C)CO)C[C@H](C)[C@@H](CN(C)Cc1ccc(C(F)(F)F)cc1)OCCCC[C@@H](C)O2
    0 | 11 | 5 | -16[16.7 µM] | 13 | 1.2 | 0
CC1C(=O)N(Cc2cn(CC3CCCCC3)nn2)CCS(=O)(=O)N1Cc1ccc(-c2ccc(Cl)c(Cl)c2)cc1 (stereo not given)
    -1 | 57* | 7 | -8 | -2 | -3.4 | -4
COc1ccc(S(=O)(=O)N(C)CC(=O)NCCCn2ccnc2)cc1Cl
    -4 | -2 | -1 | 4 | 2 | -0.1 | -10
CC1=NN(c2ccccc2)C(=O)C1C=Nc1ccc(N(C)C)cc1 (stereo not given)
    x | -1 | 4 | 1 | -5 | 1.3 | 4
COc1ccc(OC)c2c1C(=O)CC2C (stereo not given)
    -3 | 8 | 3 | -6 | x | -0.2 | 0
C[C@@H]1CN([C@H](C)CO)C(=O)Cc2cc(NC(=O)Nc3ccc(C(F)(F)F)cc3)ccc2O[C@@H]1CN(C)Cc1ccc(C(=O)O)cc1
    3 | 0 | -4 | -5[16.7 µM] | 6 | 0.3 | -1
CN(C)CC(=O)N1[C@H](CO)[C@@H](c2ccccc2)C12CN(Cc1cc(F)ccc1F)C2
    -1 | -9 | 0 | x | 11 | -2.6 | 0
COc1ccc(NC2c3ccccc3C(=O)N2Cc2ccco2)cc1OC (stereo not given)
    3 | -1 | -1 | 1 | 2 | -1.2 | 2
CCOC(=O)c1c(S(=O)(=O)NCC(=O)Nc2cc(C)ccc2C)c(C)n(C)c1C
    -1 | 1 | 5 | 3 | -1 | -2.8 | 1
CN(Cc1ccc(Cl)cc1Cl)C(=O)CN1C(=O)NC2(CCCC2)C1=O
    8 | -2 | 4 | x | 8 | -0.4 | -3
CC(C)(C)Cc1nnc(NC(=O)c2ccc([N+](=O)[O-])cc2)s1
    -3 | x | 9 | -7 | -2 | 1.6 | 3
CC(=O)Oc1cccc2c1C(=O)C1CC=CC(OC(C)=O)C1C2=O (stereo not given)
    -1 | -2 | -17 | 6 | 0 | -4.7 | 7
C=C[C@@H](COC(C)=O)N(Cc1ccccc1[N+](=O)[O-])S(=O)(=O)c1ccc(Br)cc1
    0 | -1 | 6 | x | -3 | u | 2
O=C(O)COc1ccccc1/C=N/NC(=O)CSc1nc2ccccc2s1
    -2 | 0 | 2 | -3 | 5 | -3.9 | 14
COc1ccc2c(c1)-c1nc(/N=C/c3c(O)ccc4ccccc34)sc1CC2
    0 | 7 | 2 | x | -6 | x | 8
Nc1nnc(COc2ccc(Br)cc2Br)s1
    -1 | x | 0 | x | 0 | x | -6
CCN(CC)S(=O)(=O)c1ccc(/C=C/C(=O)OCC(=O)Nc2ccc(S(N)(=O)=O)cc2)cc1
    3 | 6 | 2 | x | 3 | x | 2
Cc1cc(C(=O)NCCc2ccc(S(N)(=O)=O)cc2)no1
    12 | -5 | 5 | -1 | 3 | 2.1 | 1
N#C/C(=C\c1ccc(-c2ccc([N+](=O)[O-])cc2)o1)C(=O)Nc1nc(-c2cccs2)cs1
    0 | 1 | -1 | x | 1 | 1.2 | -2
COc1ccc(C2(C)NC(=O)N(CC(=O)NC(C)c3ccc(CC(C)C)cc3)C2=O)cc1 (stereo not given)
    -9 | 1 | 0 | -7 | 6 | 1.0 | 0
CC/C(C)=N\Nc1nc(-c2cc3cc(OC)ccc3oc2=O)cs1
    -2 | 0 | x | -3 | -3 | -1.1 | -14
Cc1ccccc1NC(=S)NCc1ccc2[nH]c3c(c2c1)CCCC3
    -5 | -1 | -2 | 7 | -4 | 2.5 | -2
C[C@@H]1CN([C@@H](C)CO)C(=O)c2cc(NC(=O)NC3CCCCC3)ccc2O[C@H]1CN(C)S(=O)(=O)c1cn(C)cn1
    7 | 2 | 2 | 1[16.7 µM] | 2 | 1.0 | 2
O=C(NCC[C@@H]1CC[C@H](NS(=O)(=O)c2ccc(Cl)cc2)[C@H](CO)O1)c1ccc2c(c1)OCO2
    -3 | -4 | 4 | x | 1 | -1.8 | -6
CC(=O)c1ccc(N(CC(=O)NCc2ccc3c(c2)OCO3)C(=O)c2csnn2)cc1
    2 | -3 | -1 | -2 | -3 | -0.4 | -4
C[C@H]1CN([C@@H](C)CO)C(=O)Cc2cc(NS(=O)(=O)c3ccc(F)cc3)ccc2O[C@@H]1CN(C)C(=O)Nc1ccccc1
    1 | 62* | 0 | 5[16.7 µM] | 0 | -2.2 | -3
COc1ccccc1C(=O)NCCC(=O)Nc1ccc(C)cn1
    -1 | -7 | -19 | -1 | 1 | -2.9 | -2
CC(C)NC(=O)N(C)C[C@@H]1OCCCC[C@H](C)Oc2ccc(NS(=O)(=O)c3ccc(F)cc3)cc2C(=O)N([C@H](C)CO)C[C@@H]1C
    -3 | 3 | 2 | -4[16.7 µM] | 0 | -0.8 | 0
CC1CCCCC1NC(=O)C1CCC(CNS(=O)(=O)c2ccc3c(c2)C(C)(C)C(=O)N3C)CC1 (stereo not given)
    3 | 0 | 4 | -7 | -3 | 2.3 | 0
CC[C@]12c3[nH]c4ccccc4c3CCN1C(=O)C(CC(=O)NC(C)(C)C)C[C@@H]2C(=O)N1CCN(C(=O)C2CC2)CC1 (stereo not given in full)
    -1 | 1 | 3 | 7 | 0 | -0.6 | 1
Cc1ccc(NC(=O)c2cccc(S(=O)(=O)N3CCN(C)CC3)c2)cc1F
    -2 | 5 | -2 | 11 | 7 | -1.7 | -2
Cc1noc(C)c1NC(=O)N[C@@H]1CC[C@@H](CC(=O)Nc2ccccc2)O[C@@H]1CO
    -1 | 2 | 4 | x | -5 | -0.6 | -3
COc1ccc(N2C(=O)[C@H]3[C@@H](C2=O)C2c4ccccc4C=NN2[C@H]3C(=O)C(C)(C)C)cc1 (stereo not given in full)
    x | 1 | 2 | -7 | -2 | -1.4 | 3
O=C(CSc1ccccc1C(=O)NCc1ccccc1)NC1CCCCCCC1
    1 | -1 | -1 | 12 | -5 | -3.1 | 2
Cc1cc(NC(=O)CSc2n[nH]c(-c3ccc(Cl)cc3Cl)n2)no1
    0 | 19 | -1 | 15 | -2 | -1.5 | -2
